Assay outcomes deposited in PubChem by National Center for Advancing Translational Sciences (NCATS).
ATXN2 expr inh: Primary qHTS for Inhibitors of ATXN expression; HEK-293 ATXN2-luciferase reporter, luminescence, 24 h; Potency, µM (highest dose often 57 µM), inactives show at the top dose activity change, negative = inhibition, actives largely listed as inhibitors; 360,000 compounds, 0.72% hits; further: on the % scale 0 is the no-effect control and ±100 the full control effect; nearly all actives have a fitted effect of over 55% in size
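qHTS (up to 57 uM final) was run with 24 h compound exposure of reporter cells at 37 °C. Each well was multiplexed: SteadyGlo luminescence measured ATXN2-luciferase expression after a fluorogenic Gly-Phe-AFC viability readout (25 uM final).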
MCF10A rerep: A quantitative high throughput screen for small molecules that induce DNA re-replication in MCF 10a normal breast cells. Potency, µM (doses to about 46.1 µM), for the others: top-dose activity, positive = re-replication, actives largely listed as activators. 350,000 compounds, 2.9% hits. MCF 10A DNA re-replication, Hoechst nuclear intensity, 48 h; further: % of control where 0% means no effect; nearly all actives have a fitted effect of over 50% in size
HepG2 viability: qHTS for Inhibitors of TGF-b: Cytotox Counterscreen; 410,000 compounds, 0.76% hits; HepG2 CAGA-GFP viability, ATP luminescence, 18 h; AID 588856, 2011; Potency, µM (highest dose often 46.1 µM), without a hit: at the top dose activity change, negative = cytotoxicity, hits mostly cytotoxic; further: some results filed as inactive show a strong effect at the top dose
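CellTiter-Glo luminescence gave cytotoxicity after 18 hours at 37 degrees C. The cells were HepG2 CAGA-GFP in 1% FBS DMEM, stimulated with 500 pg/mL TGF-beta after compound addition. %Activity was normalised to no-cell wells (complete cell-killing) and DMSO (no toxicity), and curves were fitted and classified.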
A549 viability: Nrf2 qHTS screen for inhibitors: counterscreen for cytotoxicity | A549 ARE-Fluc cells, CellTiter-Fluor viability, 18-24 h | Potency, µM (series often up to 46 µM), without a hit: top-dose activity change, negative = cytotoxicity, usual class: inhibitors | 390,000 compounds, 0.16% hits; further: on the % scale 0 is the no-effect control and ±100 the full control effect
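Cytotoxicity counterscreen: CellTiter-Fluor fluorescence was measured in A549 ARE_Fluc cells after 18-24 h of compound exposure in a concentration series. The subsequent BugLite luminescent read reports ARE-luciferase activity.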
TGFb inhibitor: qHTS for Inhibitors of TGF-b; HepG2 CAGA-GFP TGF-b/SMAD3 reporter, GFP fluorescence, 18 h; TGF-beta stimulated, 500 pg/mL final; Potency, µM (top dose mostly 46.1 µM), inactives show at the top dose activity, negative = inhibition, actives largely listed as inhibitors; 410,000 compounds, 1.2% hits; AID 588855, 2011; further: on the % scale 0 is the no-effect control and ±100 the full control effect; nearly all actives have a fitted effect of over 65% in size
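HEPG2 CAGA-GFP reporter cells (1000/well, DMEM with 1% FBS) received compounds, then recombinant TGF-beta at 500 pg/mL final for 18 hours at 37 degrees C. Per-cell GFP summed per well was normalised to unstimulated and stimulated DMSO controls before curve fitting.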
EPAC2 antag: qHTS for Antagonist of cAMP-regulated guanine nucleotide exchange factor 2 (EPAC2): primary screen; Rap guanine nucleotide exchange factor 4 (Homo sapiens), Q8WZA2; EPAC2 GEF exchange of Rap1B-BODIPY-GDP, fluorescence; Potency, µM (top dose mostly 114 µM), for inactives: at the highest dose activity, negative = inhibition, most hits filed as inhibitors; 360,000 compounds, 0.18% hits; further: on the % scale 0 is the no-effect control and ±100 the full control effect; nearly all actives have a fitted effect of over 45% in size; many of its hits are not listed in these tables
Target sequence (Q8WZA2 whole entry, looked up): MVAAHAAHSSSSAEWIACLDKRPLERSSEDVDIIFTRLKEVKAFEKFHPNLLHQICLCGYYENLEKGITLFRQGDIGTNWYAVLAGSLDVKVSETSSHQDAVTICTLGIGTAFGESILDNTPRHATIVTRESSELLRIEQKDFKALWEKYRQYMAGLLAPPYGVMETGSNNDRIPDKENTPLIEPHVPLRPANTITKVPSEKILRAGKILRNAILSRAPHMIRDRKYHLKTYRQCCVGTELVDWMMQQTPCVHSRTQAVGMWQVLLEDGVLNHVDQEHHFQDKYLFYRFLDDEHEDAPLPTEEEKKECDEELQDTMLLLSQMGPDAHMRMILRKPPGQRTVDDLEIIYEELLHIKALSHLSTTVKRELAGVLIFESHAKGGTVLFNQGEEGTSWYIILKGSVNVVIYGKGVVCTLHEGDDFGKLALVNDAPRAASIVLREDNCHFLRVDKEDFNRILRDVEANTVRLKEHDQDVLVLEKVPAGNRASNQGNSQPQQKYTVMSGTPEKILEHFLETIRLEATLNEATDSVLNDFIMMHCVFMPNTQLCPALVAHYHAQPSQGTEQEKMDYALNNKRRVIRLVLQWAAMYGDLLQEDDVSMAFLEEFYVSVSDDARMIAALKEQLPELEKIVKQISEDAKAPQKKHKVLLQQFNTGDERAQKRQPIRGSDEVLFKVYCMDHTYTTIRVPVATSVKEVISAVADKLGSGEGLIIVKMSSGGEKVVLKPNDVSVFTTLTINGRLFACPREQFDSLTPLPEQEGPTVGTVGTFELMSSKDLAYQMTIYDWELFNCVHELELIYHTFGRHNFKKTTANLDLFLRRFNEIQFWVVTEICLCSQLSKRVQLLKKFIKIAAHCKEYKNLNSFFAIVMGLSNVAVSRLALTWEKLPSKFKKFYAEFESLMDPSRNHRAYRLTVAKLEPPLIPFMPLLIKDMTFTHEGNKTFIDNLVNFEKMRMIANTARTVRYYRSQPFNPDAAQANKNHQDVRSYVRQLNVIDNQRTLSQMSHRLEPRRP
Nrf2 activator: qHTS of Nrf2 Activators; AREc32 ARE-luciferase reporter (MCF7-derived line), luminescence, 24 h; Potency, µM (titrated, usually from 46.1 µM), for inactives: at the top dose activation, actives largely listed as activators; 410,000 compounds, 0.31% hits; AID 624171, 2012; further: % of control where 0% means no effect; nearly all actives have a fitted effect of over 65% in size
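Steps: seed AREc32_Fluc cells (1000/well, 5% FBS OPTI-MEM); incubate overnight at 37 deg C; add 23 nL compound; incubate 24 hr; add Steady-Glo; hold 30 min RT; read luminescence.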
Nrf2 inh: Nrf2 qHTS screen for inhibitors; A549 ARE-Fluc reporter, luciferase luminescence, 18-24 h; Potency, µM (series often up to 46 µM), for inactives: at the top dose activity change, negative = inhibition, actives largely listed as inhibitors; 360,000 compounds, 2.1% hits; further: on the % scale 0 is the no-effect control and ±100 the full control effect; nearly all actives have a fitted effect of over 60% in size
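Nrf2 activity is the BugLite luminescence, read 15 min after reagent at room temperature, following CellTiter-Fluor cytotoxicity readout (30 min, 37C). Compound titrations were applied for 18-24 h to 5000 A549 ARE_Fluc cells/well in 5% FBS OPTI-MEM.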
S2 tox: Viability Counterscreen for Primary qHTS for Inhibitors of ATXN expression; 400,000 compounds, 0.49% hits; S2 cells (HEK-293 line with an ATXN2-luciferase reporter) viability, CellTiter-Fluor protease fluorescence, 24 h; Potency, µM (series often up to 56.7 µM), usual class: cytotoxic; further: nearly all actives have a fitted effect of over 40% in size
The depositor's hits bear a star; i = inactive; u = inconclusive; x = not tested or not shown; & = joins results of further samples; [ ] = remark or other dose. The call rests on the fitted dose curve; in most records, active means well fitted curve in the direction sought with a large enough effect; inconclusive means small, poorly fitted or top-dose-only effect, or another doubt; inactive means no such curve, though single readings can be large; an effect the other way counts as inactive or inconclusive. Potency means the concentration at half of the fitted maximal effect. Not all compounds are listed; the hit share may differ from the screen's.

smiles,ATXN2 expr inh,MCF10A rerep,HepG2 viability,A549 viability,TGFb inhibitor,EPAC2 antag,Nrf2 activator,Nrf2 inh,S2 tox
COc1ccc(CCNC(=O)c2ccc(CN3CCC(Cc4ccccc4)CC3)cc2)cc1,-15%,10%,5%,15%,-12%,-4%,-0.3%,7%,i
O=C1C2C3C=CC(C3)C2C(=O)N1c1ncn[nH]1 (configuration not stated),-2%,1%,-25%,4%,8%,-5%,0.5%,5%,i
OC(c1ccccc1)C1CN(Cc2ccccc2)CCC1(O)c1ccccc1 (configuration not stated),-19%,4%,-40%,-4%,-7%,-6%,2.6%,-1%,i
COc1cc(/C=N/NC(=O)CCC(=O)Nc2ccc(F)cc2)ccc1O,1%,-3%,-3%,3%,19%,9%,-0.2%,7%,x
O=C(NC1CCCCCC1)c1ccc2c(c1)sc1nc(-c3ccccc3)cn12,x,x,-13%,3%,9%,x,1.2%,-6%,x
Cc1ccc(C(=O)NC2CCCCCCC2)c(Cl)c1,x,1%,-47%,7%,3%,-1%,-1.9%,u,u
O=C1CCCCN1CCCC(=O)N1CCCC(Nc2ccccc2)C1 (configuration not stated),6%,-6%,18%,-6%,u,9%,-0.6%,15%,i
CN(CC(=O)NCCc1ccccc1)S(=O)(=O)c1ccc(Br)cc1,x,2%,-23%,-7%,-6%,4%,-0.3%,-3%,x
CCc1nc(-c2cc(S(=O)(=O)N3CCN(c4ccccc4F)CC3)ccc2OC)no1,x,x,-3%,-8%,4%,x,-0.2%,6%,x
O=C(Nc1ncc(S(=O)(=O)c2ccc([N+](=O)[O-])cc2)s1)c1cccc2ccccc12,-1%,7%,-1%,-2%,u,-2%,-0.5%,-24%,i
COc1ccc(-c2cc3cccc(OC)c3oc2=O)cc1,7%,1%,-12%,-6%,0%,-6%,0.2%,u,i
C=CCOC(=O)C1=C(C)NC(SCC(=O)Nc2nccs2)=C(C#N)C1c1cccs1 (configuration not stated),-22%,u,-3%,-13%,u,-4%,-0.3%,u,u
CC1Cc2nc(SCC(=O)N3CCCCC3)n(C)c(=O)c2S1 (configuration not stated),x,x,-1%,x,-9%,8%,3.3%,x,i
Cc1cccc(-c2oc3ccccc3c2C#CCCO)c1,-5%,18%,-27%,-2%,-14%,-9%,9.0%,6%,i
COc1cc2c(cc1OC)CN(c1nc(CN3CCOCC3)nc3sc4c(c13)CCC(C)C4)CC2 (configuration not stated),-24%,u,-30%,-4%,u,-6%,0.2%,u,i
COc1ccc(S(=O)(=O)NCC2CCCO2)cc1NC(=O)c1ccccc1 (configuration not stated),6%,0%,-3%,-5%,7%,13%,-0.2%,9%,i
O=C(Nc1ccc(N2CCOCC2)cc1)c1ccc(S(=O)(=O)N2CCCCC2)cc1,3%,8%,-4%,2%,19%,18%,0.3%,7%,u
CCc1noc(C)c1C(=O)NCCc1ccc(OC)c(OC)c1,-4%,-1%,-7%,-2%,-16%,-1%,0.4%,5%,i
O=C(NCCc1ccc(Cl)cc1)C1CCN(C(=O)c2ccc(F)cc2)CC1,0%,6%,1%,4%,-2%,0%,-0.5%,-1%,i
Cc1c(C(=O)c2ccc(Cl)c([N+](=O)[O-])c2)c2ccccn2c1CCC#N,-12%,14%,-18%,u,-16%,-13%,u,-16%,i
CCOC(=O)C(NC(=O)CCl)(Nc1sc(C)c(CC)c1C#N)C(F)(F)F (configuration not stated),-18%,u,-13%,1%,u,-24%,u,-9%,i
CC1(c2ccc(Cl)cc2Cl)NC(=O)N(CC(=O)NC2CCCCC2)C1=O (configuration not stated),9%,u,-43%,0%,-40%,-10%,-0.4%,7%,i
CCCCNC(=O)Cn1cnc2sc(C(=O)OCC)c(C)c2c1=O,4%,-1%,-9%,9%,-7%,8%,-0.2%,7%,i
C[C@@H]1CN([C@@H](C)CO)C(=O)CCCn2nncc2CO[C@H]1CN(C)S(=O)(=O)c1ccc(F)cc1,-4%,x,-30%,x,-9%,10%,1.7%,x,i

Among those listed so far, three contain two or more sulfur atoms:
smiles,ATXN2 expr inh,MCF10A rerep,HepG2 viability,A549 viability,TGFb inhibitor,EPAC2 antag,Nrf2 activator,Nrf2 inh,S2 tox
O=C(Nc1ncc(S(=O)(=O)c2ccc([N+](=O)[O-])cc2)s1)c1cccc2ccccc12,-1%,7%,-1%,-2%,u,-2%,-0.5%,-24%,i
C=CCOC(=O)C1=C(C)NC(SCC(=O)Nc2nccs2)=C(C#N)C1c1cccs1 (configuration not stated),-22%,u,-3%,-13%,u,-4%,-0.3%,u,u
CC1Cc2nc(SCC(=O)N3CCCCC3)n(C)c(=O)c2S1 (configuration not stated),x,x,-1%,x,-9%,8%,3.3%,x,i

Carrying on:
smiles,ATXN2 expr inh,MCF10A rerep,HepG2 viability,A549 viability,TGFb inhibitor,EPAC2 antag,Nrf2 activator,Nrf2 inh,S2 tox
CCc1noc(C)c1C(=O)N1CCC(CCC(=O)Nc2cccc(OC)c2)CC1,-14%,4%,1%,-2%,14%,4%,1.3%,u,i
COc1ccccc1NC(=O)c1cc2c(=O)n(Cc3cccs3)ccc2nc1C,x,x,-23%,7%,u,x,23%,-5%,x
CC(=O)c1c(C(C)=O)c(C)n(-c2nc(-c3ccc(Br)cc3)c(C)s2)c1C,-27%,16%,-12%,u,-19%,-10%,-0.3%,26µM*,i
CCOc1ccc(C(=O)NC(C(=O)NCC(c2cccs2)N(C)C)C(C)C)cc1 (configuration not stated),1%,0%,6%,0%,-9%,0%,1.5%,0%,i
COC(=O)c1cc(-c2ccc3c(c2)OCO3)nc2ccccc12,-13%,u,-2%,1%,6%,3%,0.5%,-4%,i
COc1ccc(C2c3ccc(O)cc3Oc3ncn(Cc4ccccc4)c(=N)c32)cc1OC (configuration not stated),-13%,3%,-14%,-8%,-1%,10%,1.7%,-5%,i
O=C(CN1C(=O)NC2(CCCc3ccccc32)C1=O)c1ccc(F)cc1 (configuration not stated),x,10%,-16%,u,-2%,1%,2.8%,4%,i
CN(C)CCOC(=O)c1sc2ccccc2c1Cl,7%,5%,-14%,3%,-6%,1%,0.2%,-9%,i
O=S(=O)(Oc1ccccc1-c1ccccc1)c1ccccc1,-16%,u,-37%,6%,-3%,-12%,0.0%,1%,i
O=C(Oc1ccc(N(Cc2cccs2)C2=NS(=O)(=O)c3ccccc32)cc1)c1ccc(Cl)cc1,-12%,-5%,-6%,0%,-10%,-1%,0.4%,u,i
COc1cc(CCC(=O)OCC(=O)Nc2ccc(C)cc2Br)cc(OC)c1OC,6%,2%,14%,1%,-2%,-8%,-0.4%,-29%,i
Cc1cc([N+](=O)[O-])ccc1NC(=O)C(C)NC1CCCCC1 (configuration not stated),-16%,0%,-11%,-3%,-2%,-6%,0.3%,u,i
O=C(NCCc1ccccc1)c1ccc2c(=O)[nH]c3c(C(=O)NCC4CCCO4)sc(=S)n3c2c1 (configuration not stated),19%,-27%,-3%,-19%,4%,u,-0.5%,-24%,i
CCOc1cccc(C(=O)N(Cc2ccc(N(C)C)cc2)CC2CCCO2)c1 (configuration not stated),x,x,-2%,-1%,u,x,5.2%,-11%,x
CC(=O)c1cccc(NC(=O)CSc2n[nH]c(=O)n2C2CC2)c1,-10%,4%,-15%,8%,0%,-11%,0.5%,u,i
Cc1ccc(CNC(=O)CSc2ccsc2[N+](=O)[O-])cc1,31%[activator],-25%,-7%,0%,-4%,-3%,13%,u,i
O=S(=O)(NC(=S)c1ccccc1)c1ccc(F)cc1,1%,0%,2%,-8%,1%,-16%,-0.6%,-23%,i
COc1ccccc1CNC(=O)c1cc(-c2cc(F)ccc2OC)n[nH]1,-2%,x,3%,x,22%,4%,0.3%,x,i
N#CC1=C(N)NC(SCC(=O)c2ccc(Br)cc2)=C(C#N)C12CCCCC2,-16%,u,-35%,1%,u,-9%,4.5%,u,i
Cc1c(C(=O)N2CCN(c3ccc(F)cc3)CC2)sc2nc3n(c(=O)c12)CCC3,-5%,2%,1%&-19%,0%&0%,-1%&0%,-10%,-0.3%&0.0%,-19%&3%,i
COc1ccc(C(=O)NNC(=O)CN2CCC(n3nnc4cc(C)ccc43)CC2)cc1,-8%,1%,-1%,2%,-1%,6%,0.3%,4%,i
CN1OC[C@@H]2CN(Cc3ccc4c(c3)OCO4)[C@H](c3ccc(N4CCCCC4)cc3)C[C@@H]21,5%,x,-18%,x,u,5%,0.8%,x,i
O=C(O)c1ccc(CN2C(=O)c3ccc(C(=O)O)cc3C2=O)cc1,11%,-8%,-1%,1%,1%,-14%,-0.7%,8%,i
CC(C)CCn1nnnc1CN1CCN(c2ccc(F)cc2)CC1,0%,-10%,-12%,0%,-16%,-7%,0.5%,-6%,i
COc1ccc([C@H]2CC(=O)C=C(c3ccccc3-c3ccccc3)C2)cc1,-15%,16µM*,-4%,1%,u,-3%,-2.2%,-9%,i
Cc1nn(CC(=O)NC(=O)NC2CCCC(C)C2C)c(=O)c(C#N)c1C (configuration not stated),-1%,3%,-13%,-6%,-11%,-24%,-0.6%,-13%,i
CCOC(=O)CNC(=O)N1CCCC(C(=O)c2cccc(Cl)c2)C1 (configuration not stated),x,2%,-1%,0%,-5%,7%[57.1 µM],-0.9%,-4%,u
CCc1ccc2nc(N(CCCN(C)C)C(=O)c3ccc(S(=O)(=O)N(C)C4CCCCC4)cc3)sc2c1,-21%,18µM*,-50%,u,u,-13%,-1.0%,-29%,u
Cc1ccccc1C(=O)NNC(=O)/C=C/c1ccccc1,-3%,1%,3%,-4%,1%,4%,2.1%,-5%,i
Cc1ccc(C(=O)O)cc1NCc1cccnc1,x,x,-4%,x,-11%,6%,-1.7%,x,u
